# TNAP act DEA: activates human TNAP at intermediate phosphate acceptor concentration; P05186; purified TNAP, CDP-star luminescence, 100 mM DEA, 30 min; stronger effect = higher value; scale: 0 levamisole-inhibited, 1 vehicle-only enzyme; activation factor at 20 µM; 64,000 tested, under 10 active; AID 813;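 active = activation factor of at least 2 at 20 µM, relative to controls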
# Target sequence (P05186 whole entry, looked up): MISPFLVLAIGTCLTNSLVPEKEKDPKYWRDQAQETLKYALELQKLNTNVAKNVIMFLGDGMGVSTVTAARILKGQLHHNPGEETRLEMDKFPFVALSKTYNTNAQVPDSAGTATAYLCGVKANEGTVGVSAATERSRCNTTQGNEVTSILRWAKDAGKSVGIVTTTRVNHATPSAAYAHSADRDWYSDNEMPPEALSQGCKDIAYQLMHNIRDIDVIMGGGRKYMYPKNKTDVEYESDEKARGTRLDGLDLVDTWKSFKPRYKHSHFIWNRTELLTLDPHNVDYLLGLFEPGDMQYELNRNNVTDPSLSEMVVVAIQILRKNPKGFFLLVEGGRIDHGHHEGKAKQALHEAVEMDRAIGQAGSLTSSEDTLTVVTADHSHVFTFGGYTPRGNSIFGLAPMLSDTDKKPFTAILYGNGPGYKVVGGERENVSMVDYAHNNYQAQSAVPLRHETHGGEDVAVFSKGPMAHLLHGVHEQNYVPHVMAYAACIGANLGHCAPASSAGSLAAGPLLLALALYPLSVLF
# DUSP1 inh: blocks human MKP-1 phosphatase activity; P28562; recombinant MKP-1, OMFP hydrolysis fluorescence; inhibition, %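 (compounds tested at a single concentration somewhere between 10 and 100 µM)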; 65,000 tested, 0.15% active; AID 374;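 active = inhibition above about 50%, limit read from the data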;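 also: 0% = DMSO max control wells and 100% = wells with enzyme stopped by NaOH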
# D1 mod: D1 dopamine receptor (human) allosteric modulation | P21728 | HEK293 D1, CRE-luciferase, dopamine EC30 potentiation; actives deviate in either direction | B-score at 10 µM | 58,000 tested, 5.9% active | AID 641;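 active = luminescence count or its row- and column-corrected plate score outside the 99.7% band of the plate's sample wells, on either side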
# Cdc25B block: inhibitors of human Cdc25B phosphatase. P30305. recombinant Cdc25B, OMFP fluorescence Ex485/Em525. inhibition, %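 (compounds tested at 10 µM final in the well)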. 65,000 tested, 0.1% active; in the data active = inhibition above about 50%
# Target sequence (P30305 whole entry, looked up): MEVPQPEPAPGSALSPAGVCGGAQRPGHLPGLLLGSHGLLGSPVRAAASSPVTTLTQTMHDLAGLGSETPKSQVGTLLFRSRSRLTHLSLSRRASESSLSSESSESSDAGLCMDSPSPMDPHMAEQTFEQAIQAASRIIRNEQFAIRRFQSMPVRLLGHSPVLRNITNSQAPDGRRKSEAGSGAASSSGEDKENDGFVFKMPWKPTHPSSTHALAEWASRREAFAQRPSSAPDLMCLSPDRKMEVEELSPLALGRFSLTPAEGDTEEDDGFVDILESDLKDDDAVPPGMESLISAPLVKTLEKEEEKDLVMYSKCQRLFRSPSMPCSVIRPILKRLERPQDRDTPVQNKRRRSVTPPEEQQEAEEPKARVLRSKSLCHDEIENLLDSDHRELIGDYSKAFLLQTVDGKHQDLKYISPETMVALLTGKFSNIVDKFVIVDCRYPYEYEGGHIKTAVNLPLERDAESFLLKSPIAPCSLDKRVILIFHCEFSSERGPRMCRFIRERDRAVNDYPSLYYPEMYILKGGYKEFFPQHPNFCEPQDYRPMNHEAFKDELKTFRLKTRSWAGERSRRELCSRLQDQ
# SF1 activator: SF-1 (human) activation; Q13285; CHO-K1 Gal4-SF-1 LBD luciferase reporter; % increase over DMSO SF-1-specific signal; activation, % at 10 µM; 65,000 tested, 1.9% active;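 active = activation above the mean activation of all tested compounds plus 3 SD, cut at about 50% in these data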
#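 Assay system – CHO-K1 cells with Gal4–hSF-1 LBD chimera plus Gal4-driven luciferase · Quantity – 4,000 cells per well · Times – compound added 1 h post-seeding, 20 h exposure at 37 °C, 5% CO2 · Measured by – luciferase light emission · Benchmarks – DMSO and mock-transfected background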
# Hsp90 block: displaces geldanamycin probe from tumor Hsp90. P07900. NCI-N417 lysate Hsp90, Cy3B-geldanamycin FP displacement. inhibition, % at 30 µM. 64,000 tested, 0.35% active;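 active = inhibition above 50%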;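 also: 0% = tracer plus lysate wells and 100% = tracer alone without lysate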
# FXIIa inh mix: blocks human factor XIIa in pooled compound mixtures. P00748. purified FXIIa, fluorogenic substrate. inhibition, % at 5 µM. 62,000 tested, 0.2% active. AID 684; in the data active = inhibition above about 20%, passing the limit was not always enough;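 also: 0% = enzyme without compound and 100% = no enzyme blank; some results filed as inactive read as strong as hits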
# RORa activator: activators of human nuclear receptor RORA | 65,000 tested, 1.5% active | AID 560 | activation, % at 10 µM | P35398 | CHO-K1 Gal4-RORA LBD luciferase reporter, luminescence; percent increase over mock-subtracted basal signal;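 active = activation above the mean of all tested compounds plus 3 SD, cut at about 49% in these data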;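 also: 0% = DMSO-treated RORA cells and 100% = added signal equal to DMSO minus mock-transfected cells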
# HER2 expr 66K: inhibitors of human Her2 kinase expression; 65,000 tested, 0.69% active; SKBR-3 HER2 protein level, AlphaScreen, 18-24 h; stronger effect = lower value; HER2 level % of control, % at 10 µM; AID 645;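 active = HER2 level under 5% of the carrier-only control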;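 also: 100% = DMSO carrier and 0% = 500 nM PU-H71 HSP90 inhibitor; lower value means stronger loss of Her2 protein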
# Starred values were filed as active, the others as inactive; . = not tested or not shown.
# Start of the data: the first 8 entries, ahead of the listing:
1: O=C1CCCN1CC(CN1CCOCC1)Sc1nnnn1-c1ccccc1 (configuration not stated)
2: Cc1ccc(C)c(S(=O)(=O)Nc2ccc(S(=O)(=O)Nc3onc(C)c3C)cc2)c1
3: O=S(=O)(NCc1ccc2c(c1)OCO2)c1cccc(S(=O)(=O)N2CCOCC2)c1
4: NC(=O)c1cc(Cl)cn(-c2ccccc2)c1=O
5: CCCC(c1nnnn1C1CCCCC1)N1CCN(C2CCCC2)CC1 (configuration not stated)
6: COc1ccc(CNC(=O)C2COc3ccccc3O2)c(OC)c1 (configuration not stated)
7: Cn1c(SCc2nc3ccccc3[nH]2)nnc1-c1cccs1
8: CCOc1ccc(NC(=O)c2ccc(N)cc2)cc1
Screen / compound no.	1	2	3	4	5	6	7	8
DUSP1 inh	16	20	2	5	-1	8	-3	30
D1 mod	0.02	0.61	-0.19	.	-1.7	0.01	1.4	-1.5
SF1 activator	-5	-7	1	-24	5	-19	17	24
RORa activator	-25	-14	-4	-3	19	-12	-15	12
HER2 expr 66K	73	102	101	116	155	84	88	97
TNAP act DEA	0.9	0.9	0.9	1	0.9	0.9	0.9	0.9
FXIIa inh mix	3	10	11	9	12	1	-31	0
Hsp90 block	.	1	-6	-3	-1	-1	-7	0
Cdc25B block	-11	-22	6	-13	-6	-4	-7	8

# The list itself, previewed entries included:
1: O=C1CCCN1CC(CN1CCOCC1)Sc1nnnn1-c1ccccc1 (configuration not stated)
2: Cc1ccc(C)c(S(=O)(=O)Nc2ccc(S(=O)(=O)Nc3onc(C)c3C)cc2)c1
3: O=S(=O)(NCc1ccc2c(c1)OCO2)c1cccc(S(=O)(=O)N2CCOCC2)c1
4: NC(=O)c1cc(Cl)cn(-c2ccccc2)c1=O
5: CCCC(c1nnnn1C1CCCCC1)N1CCN(C2CCCC2)CC1 (configuration not stated)
6: COc1ccc(CNC(=O)C2COc3ccccc3O2)c(OC)c1 (configuration not stated)
Screen / compound no.	1	2	3	4	5	6
DUSP1 inh	16	20	2	5	-1	8
D1 mod	0.02	0.61	-0.19	.	-1.7	0.01
SF1 activator	-5	-7	1	-24	5	-19
RORa activator	-25	-14	-4	-3	19	-12
HER2 expr 66K	73	102	101	116	155	84
TNAP act DEA	0.9	0.9	0.9	1	0.9	0.9
FXIIa inh mix	3	10	11	9	12	1
Hsp90 block	.	1	-6	-3	-1	-1
Cdc25B block	-11	-22	6	-13	-6	-4

7: Cn1c(SCc2nc3ccccc3[nH]2)nnc1-c1cccs1
8: CCOc1ccc(NC(=O)c2ccc(N)cc2)cc1
9: CCOc1ccc(NC(=O)CCS(=O)(=O)c2ccc3c(c2)CCCN3C(C)=O)cc1
10: CC1CCCN(C(=O)CSCC(=O)N=c2sc3ccccc3n2C)C1 (configuration not stated)
11: Cn1nnnc1SCc1cn2cccnc2n1
12: N#CCC(=O)NCCCOC(=O)Nc1ccc(Cl)c(Cl)c1
Screen / compound no.	7	8	9	10	11	12
DUSP1 inh	-3	30	-7	28	4	-9
D1 mod	1.4	-1.5	0.019	0.45	0.02	-0.49
SF1 activator	17	24	17	-5	14	-2
RORa activator	-15	12	-12	-8	-3	8
HER2 expr 66K	88	97	120	100	91	67
TNAP act DEA	0.9	0.9	0.9	0.9	0.9	0.9
FXIIa inh mix	-31	0	13	-23	18	-20
Hsp90 block	-7	0	0	-2	-2	1
Cdc25B block	-7	8	-5	-11	-6	-1

13: CCNC(=O)c1ccccc1-c1nc(-c2ccccc2Cl)no1
14: O=C(CSc1nc(-c2cccs2)cc(C(F)(F)F)n1)NCc1ccco1
15: O=C(NC1CCCCCC1)c1ccc(N2CCCC2=O)cc1
16: CCOC(=O)C1CCCN(C(=O)C2CC(=O)N(c3ccc(C)cc3)C2)C1 (configuration not stated)
17: CC(C)CC(=O)Nc1ccc(-c2cn3ccsc3n2)cc1
18: CC(CN1CCCC1)OC(=O)COc1ccccc1 (configuration not stated)
Screen / compound no.	13	14	15	16	17	18
DUSP1 inh	16	24	-2	23	20	-19
D1 mod	-0.034	0.21	-2.9	-0.56	-4.5*	0.72
SF1 activator	-9	-12	54*	-16	52*	-4
RORa activator	15	-6	29	-7	52*	-16
HER2 expr 66K	75	65	89	98	91	129
TNAP act DEA	0.9	.	0.9	0.9	0.9	0.9
FXIIa inh mix	-1	.	-1	0	5	-13
Hsp90 block	1	-3	-1	-3	-12	-6
Cdc25B block	-2	7	-6	-11	4	-13

19: COc1ccc(/C(O)=C2/C(=O)C(=O)N(CCCN(C)C)C2c2ccccc2)cc1Cl (configuration not stated)
20: COc1ccc(Cn2nnnc2C(c2cccs2)N2CCSCC2)cc1 (configuration not stated)
21: COc1ccc(CN2CCN(C(=O)CC(C)C)CC2)c2ccccc12
22: CCOC(=O)c1[nH]c(C)c(/C=N/O)c1C
23: CC(NC(=O)OCc1ccccc1)C(=O)OCN1C(=O)c2ccccc2C1=O (configuration not stated)
24: N#Cc1c(SCC(N)=O)nc2c(c1-c1ccc(O)cc1)CCCC2
Screen / compound no.	19	20	21	22	23	24
DUSP1 inh	-17	-23	3	5	-15	4
D1 mod	-0.59	-0.74	0.24	-0.93	.	0.93
SF1 activator	-1	0	-13	6	1	-2
RORa activator	-15	-13	3	-22	-11	-24
HER2 expr 66K	64	87	81	97	96	141
TNAP act DEA	0.9	0.9	0.9	0.9	1	0.8
FXIIa inh mix	.	13	0	1	.	13
Hsp90 block	0	-2	-2	-6	-2	-2
Cdc25B block	-20	-4	-14	3	18	-12

25: CCC(C)NC(=O)C(NS(=O)(=O)c1cccc2nsnc12)c1ccccc1 (configuration not stated)
26: Cc1c(C(=O)Nc2ccncc2)oc2ccccc12
27: Brc1c(CSc2nncn2-c2ccccc2)nc2sccn12
28: CCOc1ccccc1C1NC(=O)NC(C)=C1C(=O)OCc1ccco1 (configuration not stated)
29: CN1C(=O)N(C)C(NC(=O)Nc2ccccc2)C1NC(=O)Nc1ccccc1 (configuration not stated)
30: COc1ccc(S(=O)(=O)N2CCN(C(=O)[C@@H]3CCC(=O)N3C3OC(=O)c4ccccc43)CC2)cc1 (some centres not stated)
Screen / compound no.	25	26	27	28	29	30
DUSP1 inh	3	-1	9	10	0	21
D1 mod	-0.56	.	0.00082	.	-0.16	-0.17
SF1 activator	-28	16	0	-12	-6	-12
RORa activator	-10	6	2	4	1	12
HER2 expr 66K	91	79	96	128	123	109
TNAP act DEA	1	0.9	1	0.9	0.9	1
FXIIa inh mix	-3	0	1	4	-4	3
Hsp90 block	-1	-3	.	-1	-4	-1
Cdc25B block	-6	-16	-15	-12	11	5

31: COc1ccccc1OCc1nnc(SCC(=O)NCc2ccco2)n1Cc1ccco1
32: COc1ccc(CC(NC(C)=O)C(=O)NC2CCN(c3c4c(nc5ncnn35)CCC4)CC2)cc1 (configuration not stated)
33: CS(=O)(=O)N(C(=O)NC(=O)NC1CCS(=O)(=O)C1)C1CCCCC1 (configuration not stated)
34: c1cc2c(cc1Nc1nc(-c3ccc4c(c3)OCO4)cs1)OCCO2
35: O=C(Nc1ccc(N2CCCC2)cc1)c1ccc(Br)o1
36: COc1cc(NC(=O)c2cc3ccccc3o2)c(OC)cc1Cl
Screen / compound no.	31	32	33	34	35	36
DUSP1 inh	32	7	-16	-2	2	7
D1 mod	0.13	.	-3.2*	-0.4	.	.
SF1 activator	14	-10	6	41	23	-15
RORa activator	-1	-6	-3	29	22	1
HER2 expr 66K	104	118	108	83	97	64
TNAP act DEA	0.9	0.9	0.9	0.9	0.8	0.9
FXIIa inh mix	-24	-3	2	6	-1	-2
Hsp90 block	-3	-5	0	10	-3	1
Cdc25B block	1	1	-6	6	-9	-11

37: COc1ccc(NC(=O)CN2CCN(CC(=O)Nc3ccc4c(c3)OCO4)CC2)cc1
38: O=C(Nc1ccc(N2CCCCC2)cc1)c1ccccc1
39: CCOc1cccc(C(=O)N(Cc2ccc(F)cc2)C2CCS(=O)(=O)C2)c1 (configuration not stated)
40: COc1ccc(C(C)C)cc1S(=O)(=O)Nc1ccc(Cl)cn1
41: O=C(OCC(=O)N1CCCCC1)c1c[nH]c(=O)[nH]c1=O
42: CC(C)C12CN3CC(C(C)C)(CN(C1)C3c1ccccc1)C2O (configuration not stated)
Screen / compound no.	37	38	39	40	41	42
DUSP1 inh	1	12	-13	2	11	9
D1 mod	0.78	-4.8*	0.07	1.3	0.075	0.024
SF1 activator	14	-16	-8	-10	3	-9
RORa activator	0	-23	-10	-16	-14	3
HER2 expr 66K	122	83	112	107	94	78
TNAP act DEA	0.9	1	0.8	0.9	0.8	1
FXIIa inh mix	19	0	10	4	-2	6
Hsp90 block	-3	-5	2	0	1	-3
Cdc25B block	0	-3	-1	0	-7	6

43: COc1ccc(C2C(C(=O)Nc3ccccc3OC)=C(C)Nc3nnnn32)c(OC)c1 (configuration not stated)
44: O=C1CC(c2ccccc2)Sc2ccccc2N1 (configuration not stated)
45: CCOc1cccc(NC(=O)c2ccc(S(=O)(=O)N(C)C)cc2)c1
46: O=S1(=O)N=C(Nc2ccc(N3CCOCC3)cc2)c2ccccc21
47: COc1ccc(OCCC(=O)OCC(=O)NCc2ccco2)cc1
48: CC1(c2cccs2)CC(c2cccs2)=C(C#N)C(=O)N1 (configuration not stated)
Screen / compound no.	43	44	45	46	47	48
DUSP1 inh	1	16	5	2	14	7
D1 mod	-0.96	26*	0.043	-0.8	-0.085	1.3
SF1 activator	-7	-9	-4	22	11	11
RORa activator	7	-5	-4	24	-1	-26
HER2 expr 66K	93	99	111	75	54	87
TNAP act DEA	1	1	0.9	0.9	0.9	0.8
FXIIa inh mix	3	-3	7	4	7	9
Hsp90 block	1	1	-3	3	.	-4
Cdc25B block	-2	5	-6	3	-8	-1

49: Cc1c(C(N)=O)c(N)c(C(=O)c2ccccc2)n1-c1ccccc1
50: CCN(CC)S(=O)(=O)c1ccc(NC2c3ncccc3C(=O)N2Cc2ccccc2)cc1 (configuration not stated)
51: O=C(CN1CCC(NC(=O)c2cccc(F)c2)CC1)NCc1ccccc1F
52: CC(C)c1cc(NCCN2CCOCC2)n2c(nc3ccccc32)c1C#N
53: CCc1oc(C(=O)O)cc1CN(CC)CC
54: CC(C)N(C(=O)CN(C#N)c1nc(N(C)C)nc(N(C)C)n1)c1ccccc1
Screen / compound no.	49	50	51	52	53	54
DUSP1 inh	9	35	12	-31	22	4
D1 mod	0.51	0.28	1.5	0.93	.	0.74
SF1 activator	-5	-17	7	1	0	-4
RORa activator	-6	11	24	-1	7	-23
HER2 expr 66K	89	110	80	107	47	83
TNAP act DEA	0.9	0.9	0.9	1	1	1
FXIIa inh mix	0	5	-4	.	7	-5
Hsp90 block	-1	-3	.	1	1	-6
Cdc25B block	-7	0	-15	12	1	-3

55: CCOC(=O)NC(=O)CSc1nnnn1-c1ccc(Cl)cc1
56: Clc1ccc(Cn2ncc3c(N4CCCCC4)ncnc32)cc1
57: COc1ccc(OC)c(C2C(C(C)=O)=C(O)C(=O)N2c2ccc(O)cc2)c1 (configuration not stated)
58: Cn1c(NCCO)nc2c(c1=O)C1(CCCCC1)Cc1ccccc1-2
59: O=C(O)c1cc(/C=N\O)ccc1OCc1ccccc1
60: COC(=O)[C@H](C)NC(=O)Nc1ccc(C)c(C)c1
61: c1ccc(C2=Nn3c(nnc3-c3n[nH]c4c3CCC4)SC2)cc1
62: c1ccc2nc(-c3nc4ccccc4[nH]3)ccc2c1
Screen / compound no.	55	56	57	58	59	60	61	62
DUSP1 inh	5	13	-15	12	6	-22	-3	-15
D1 mod	0.66	0.12	-0.52	-0.33	1.5	0.45	-3.6*	-4.8*
SF1 activator	8	10	-9	3	4	-16	-18	-67
RORa activator	0	-11	2	17	10	9	-20	-66
HER2 expr 66K	104	76	100	100	123	91	79	84
TNAP act DEA	0.9	0.9	0.9	0.9	0.9	1	1	0.9
FXIIa inh mix	8	3	5	11	9	-14	6	4
Hsp90 block	-2	-7	-1	-2	-3	-1	-3	-4
Cdc25B block	4	0	-11	-7	-5	-8	-4	2

# Screening data (PubChem BioAssay)
